Rad51 HR inh: Rad51 (human) homologous recombination inhibition; hRad51 DNA strand exchange, fluorescence dequenching; 200,000 tested, 0.085% active; inhibition, % at 10 µM;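 active = inhibition above 40% at the single screening dose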;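 note: 0% = DMSO control wells and 100% = blanks with heterologous ssDNA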
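Material: Human Rad51 nucleoprotein filaments preassembled on unlabelled ssDNA | Also added: Labelled 47-mer dsDNA for strand exchange | Dosing: Single dose, 10 µM final compound | Schedule: 30-min compound preincubation and 15-min exchange, both room temperature | Technique: Fluorescence dequenching at 485/520 nm | Measure: Percent inhibition relative to plate controls and blanks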
thrombin 1536: inhibitors of human thrombin; P00734; alpha-thrombin, Boc-VPR-AMC fluorogenic substrate cleavage; inhibition, % at 5 µM; 220,000 tested, 0.26% active;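 active = inhibition at or above 40%; inactive = inhibition below 40%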;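 note: 0% = enzyme with no compound and 100% = wells without enzyme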
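System – human alpha-thrombin · Medium – pH 7.5 Tris (50 mM) with NaCl 150 mM, Tween 20 0.05% · Compound – single-point dosing at 5 µM, 0.2% DMSO · Incubation – enzyme reaction carried out at room temperature · Technique – fluorescence of released AMC, ex 355 nm, em 460 nm · Read-out basis – % inhibition of thrombin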
FXIa inh: factor XIa (human) inhibition; 220,000 tested, 0.14% active; purified FXIa, Boc-Glu-Ala-Arg-AMC fluorogenic substrate; P03951; AID 798; inhibition, % at 5 µM;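 active = inhibition of at least 40%; inactive = inhibition below 40%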;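 note: fluorescence of freed AMC excited at 355 nm; 0% = enzyme without compound and 100% = no enzyme blank; many of its hits are not listed in these tables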
KLK5 inh: blocks human kallikrein 5 protease activity | recombinant hK5, fluorogenic AMC substrate cleavage | inhibition, % at 5 µM | Q9Y337 | 210,000 tested, 0.59% active;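 active = inhibition of 40% or more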;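 note: 0% = enzyme controls without compound and 100% = no-enzyme blanks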
Furin inh: blocks human furin protease activity; P09958; purified furin, fluorogenic substrate cleavage; inhibition, % at 30 µM; 220,000 tested, 0.061% active; AID 463115; in the data active = inhibition above about 25%; note: inactives centre near -15
Calpain2 inh: calpain II (pig) inhibition; 220,000 tested, 0.37% active; purified calpain II, fluorogenic peptide substrate, 30 min; inhibition, % at 16 µM;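 active = inhibition above about 50%, limit read from the data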
PERK inh: human PERK inhibition, primary cell-based screen; Q9NZJ5; CHO PERK-DD fusion, SEAP luminescence translation reporter; inhibition, % at 5.6 µM; 220,000 tested, 0.17% active; AID 1416;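 active = inhibition above the mean inhibition of all tested compounds plus 3 SD, set separately per screening campaign, cut at about 2.9% in these data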;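 note: PERK kinase domain activated by AP20187 dimerizer at 100 nM; 0% = DMSO with dimerizer and 100% = rapamycin at 8.4 µM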
Target sequence (Q9NZJ5 whole entry, looked up, the tested form may be a part): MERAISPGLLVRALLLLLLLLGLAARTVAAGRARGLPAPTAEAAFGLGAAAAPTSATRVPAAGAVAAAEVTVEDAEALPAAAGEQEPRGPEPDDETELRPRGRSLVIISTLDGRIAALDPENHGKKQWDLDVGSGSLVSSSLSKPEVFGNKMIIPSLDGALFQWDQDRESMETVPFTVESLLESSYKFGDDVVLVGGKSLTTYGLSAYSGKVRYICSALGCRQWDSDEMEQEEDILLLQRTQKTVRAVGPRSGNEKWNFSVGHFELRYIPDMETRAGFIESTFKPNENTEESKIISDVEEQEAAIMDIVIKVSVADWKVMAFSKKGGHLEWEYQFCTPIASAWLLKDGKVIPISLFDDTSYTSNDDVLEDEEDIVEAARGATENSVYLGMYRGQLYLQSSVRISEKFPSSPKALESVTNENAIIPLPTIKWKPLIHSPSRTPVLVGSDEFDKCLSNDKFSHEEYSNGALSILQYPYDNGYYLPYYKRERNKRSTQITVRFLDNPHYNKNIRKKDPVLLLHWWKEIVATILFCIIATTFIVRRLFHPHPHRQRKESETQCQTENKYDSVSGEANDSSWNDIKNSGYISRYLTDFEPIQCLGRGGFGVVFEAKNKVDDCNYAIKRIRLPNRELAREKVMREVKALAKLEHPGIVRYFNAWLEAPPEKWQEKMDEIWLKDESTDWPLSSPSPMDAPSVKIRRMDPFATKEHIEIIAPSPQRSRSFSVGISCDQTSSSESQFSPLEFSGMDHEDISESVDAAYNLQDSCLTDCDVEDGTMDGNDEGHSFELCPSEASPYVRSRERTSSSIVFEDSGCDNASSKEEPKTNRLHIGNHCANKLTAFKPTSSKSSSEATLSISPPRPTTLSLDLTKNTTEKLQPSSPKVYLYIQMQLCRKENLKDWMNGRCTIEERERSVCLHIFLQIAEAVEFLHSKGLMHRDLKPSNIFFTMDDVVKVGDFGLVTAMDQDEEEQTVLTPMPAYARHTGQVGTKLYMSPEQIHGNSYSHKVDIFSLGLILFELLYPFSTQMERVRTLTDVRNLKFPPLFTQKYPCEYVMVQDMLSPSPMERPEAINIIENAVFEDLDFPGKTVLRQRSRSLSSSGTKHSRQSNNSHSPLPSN
FXIIa inh 1536: factor XIIa (human) inhibition. purified FXIIa, Boc-QGR-AMC fluorogenic substrate, 2 h. inhibition, % at 5 µM. 220,000 tested, 0.3% active. AID 800; in the data active = inhibition above about 40%;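 note: 0% = enzyme with no compound and 100% = blank without enzyme; many of its hits are not listed in these tables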
Cl transport mod: KCC2 (human) Cl- transport modulation; Q9H2X9; KCC2 cells, thallium flux FluoZin-2 fluorescence; 190,000 tested, 2.2% active; AID 1456; B-score of Tl+ flux slope (higher = more flux/activation; lower = inhibition) at 10 µM;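 active = thallium flux slope and its plate-corrected score both differing from the plate sample mean at a set confidence after two filtering rounds, in either direction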;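 note: slope of fluorescence scaled to starting intensity during 10 to 20 s after thallium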
The depositor's hits bear a star; i = inactive; x = no result given; & = joins results of further samples; [ ] = another dose, or the depositor's remark.

SMILES | Rad51 HR inh | thrombin 1536 | FXIa inh | KLK5 inh | Furin inh | Calpain2 inh | PERK inh | FXIIa inh 1536 | Cl transport mod
S=c1[nH]nc(-c2ccccn2)n1/N=C/c1c(Cl)cccc1Cl | -7 | -5 | -8 | 0 | -15 | -14 | -0.6 | 0 | 2.5
COc1cccc(/C=N/NC(=O)c2[nH]nc3c2CCc2ccccc2-3)c1O | 20 | 7 | 8 | -49 | -16 | -92 | -0.5 | 0 | 1.7
CC1(C)CC(N(Cc2ccc(F)cc2)C(=O)c2ccc(F)cc2)CCO1 (centres undefined) | 14 | 0 | -2 | -1 | -21 | -3 | -0.4 | 4 | 1.1
OCCC1CN(Cc2c(O)ccc3ccccc23)CCN1CCc1ccccc1 (centres undefined) | -8 | 1 | 10 | 9 | -8 | 12 | 0.3 | 19 | -0.71
Cc1nc2ccc(F)cc2cc1C(=O)NCC1CCCO1 (centres undefined) | -2 | -1 | 5 | 6 | -24[20 µM] | -45 | 0.0 | 7 | 0.3
Cn1nnnc1Sc1c(Cl)cccc1[N+](=O)[O-] | 13 | -8 | -1 | -8 | -13 | 18 | 0.0 | 10 | 0.81
CC1Cc2cc(/C(O)=C3/C(=O)C(=O)N(Cc4ccco4)C3c3cccs3)ccc2O1 (centres undefined) | -12 | 0 | -10 | -18 | -15[20 µM] | -79 | -0.5 | 7 | -1.3
CCCn1cc(S(=O)(=O)CC(=O)Nc2ccc(OC)cc2OC)c2ccccc21 | 1 | 5 | 8 | -4 | -19[20 µM] | -15 | -1.1 | 14 | -0.0057
CC(C)c1ccc(C(C(=O)NC(C)(C)C)N(C(=O)CNC(=O)c2ccco2)c2cccnc2)cc1 (centres undefined) | 0 | 1 | 2 | 3 | -13[20 µM] | 13 | -0.9 | 9 | x
COc1cc([C@H](Cc2ccccc2)NC(C)=O)oc(=O)c1 | -1 | 0 | 3 | -7 | -29 | 12 | 0.9 | 13 | 0.051
CCOC(=O)CNC(=O)c1c(C)nn(C)c1Cl | 0 | -1 | -5 | -4 | -13 | 15 | 1.6 | 2 | 1.2
CCCCC(=O)Oc1cc(C)[nH]c(=O)c1[N+](=O)[O-] | 4 | -5 | 1 | 6 | -18 | -23 | 0.8 | 10 | 1.1
CCCCOC(=O)n1ccc(C(=O)Nc2ccccc2OC)n1 | 4 | 45* | 3 | 4 | -16 | -38 | 1.0 | 16 | -0.86
CC(=O)NCCC(=O)Nc1cc(S(=O)(=O)N2CCOCC2)ccc1N1CCOCC1 | 0 | -7 | 2 | 3 | -14 | -18 | 0.6 | 14 | 0.74
CC12CC(NC(=O)N1c1ccc(C(=O)N3CCN(c4ccc(F)cc4)CC3)cc1)c1ccccc1O2 (centres undefined) | -2 | -2 | 2 | 1 | -37 | -46 | -0.5 | 12 | 1.1
O=CNCC(=O)NC1CCCCCC1 | 0 | 1 | 16 | -2 | -29 | -1 | 1.6 | 28 | x
Cc1cccc(/C=N/NC(=O)c2cccc([N+](=O)[O-])c2)n1 | -13 | 9 | 1 | -7 | -17 | -14 | 0.7 | 8 | x
CN(/N=C/c1ccc2c(c1)OCO2)c1nc(N2CCOCC2)nc(N2CCOCC2)n1 | -4 | -11 | 1 | -3 | -11 | 39 | -0.3 | 100* | 0.66
COc1ccc(/C=C/C(=O)NCCCc2ccccc2)cc1 | 14 | -4 | 3 | -13 | -16 | 1 | 1.6 | 2 | -2.4
Cc1ccc(OCC(=O)OC(C)CN(C)Cc2ccccc2)cc1 (centres undefined) | x | -6 | 2 | -13 | -20 | -9 | 1.3 | 10 | 0.74
CC(CC(=O)Nc1nncs1)c1ccccc1 (centres undefined) | 5 | 0 | 5 | -11 | -18[20 µM] | -13 | 1.9 | 16 | -0.2
COc1ccc(NC(=O)c2csc(Cc3ccccc3)n2)cc1 | 4 | 2 | -3 | -2 | -10[20 µM] | 29 | -0.3 | 15 | x
CCCC(=O)N(CCN(Cc1ccccc1)C(=O)CCC)Cc1ccccc1 | 11 | -7 | -5 | 7 | -7 | -8 | -0.1 | 8 | x
O=C1c2ccc3c4c(ccc(c24)C(=O)N1NC(=O)C(F)(F)F)CC3 | x | 0 | 2 | -26 | -34[20 µM] | -128 | -0.8 | -7 | 0.48
Cc1noc(NS(=O)(=O)c2ccc(N/C=C/C(=O)c3ccccc3)cc2)c1C | 3 | 2 | 8 | -4 | -3[20 µM] | -7 | 1.0 | 17 | x
CSc1ccccc1NC(=O)CN(c1cc(C)cc(C)c1)S(C)(=O)=O | -1 | 0 | 5 | 3 | -22[20 µM] | -4 | -0.3 | 16 | -0.022
COC(=O)c1sc2cc(C(F)(F)F)cnc2c1-c1ccccn1 | 20 | -7 | -4 | x | -21 | -18 | 0.2 | 2 | -0.37
Clc1cccc(Cl)c1CO/N=C/c1cccs1 | -4 | 0 | -9 | -1 | -2 | 8 | 0.0 | 2 | -0.071
Cc1sc(-c2ccncc2)nc1OC(=O)c1ccc(F)cc1F | -8 | 2 | 3 | 3 | -33 | -16 | 0.0 | 9 | -2.1
COC(=O)c1ccc(C(NC(=O)OCc2ccccc2)/C(F)=C/[C@@H](C)C(=O)NCc2ccc(OC)c(OC)c2)cc1 (some centres undefined) | -7 | -1 | -3 | -12 | -16 | 3 | -1.0 | 4 | -0.84
c1ccc(CNc2ncnc3sc4c(c23)CCC4)nc1 | 2 | -9 | -5 | -1 | -5[20 µM] | -21 | -0.6 | -2 | -4.2*
CCOC(=O)CCC(NC(=O)CCCCC(=O)NC(CCC(=O)OCC)C(=O)OCC)C(=O)OCC (centres undefined) | -3 | -4 | -1 | -8 | -29 | 6 | 1.1 | 10 | -0.7
S=C(NCc1ccccn1)Nc1ccc(Br)cc1Cl | 10 | -1 | -5 | -11 | -4 | -13 | -0.1 | 4 | -0.047
C=C(C)Cn1c(SCCCO)nc2c1c(=O)[nH]c(=O)n2C | -5 | 3 | 20 | -25 | -27 | 2 | 1.4 | 24 | x
Cn1c(CN2CCN(C(=O)c3ccccc3Cl)CC2)nc2cc([N+](=O)[O-])ccc21 | -9 | 15 | 15 | 8 | -8 | 16 | -0.7 | 12 | -0.97
Cc1cccc(N2CCN(C(=O)NCc3ccc(Cl)cc3)CC2)c1 | -1 | 2 | 6 | -9 | -23[20 µM] | -11 | 0.1 | 13 | -0.15
Cc1ccc(C(=O)O)cc1N=Cc1cc(Br)cc(Br)c1O | -5 | 6 | 6 | 7 | -8 | -26 | 0.4 | 17 | 0.019
CCCCNC(=O)Cc1ccc(Br)cc1 | 1 | -3 | 21 | 0 | -29 | -11 | 0.0 | 4 | 0.19
CC(=O)Nc1cccc(-c2nc3ccccc3s2)c1 | 24 | -2 | -8 | -7 | -14 | -20 | 0.0 | 1 | x
O=C(CNS(=O)(=O)c1ccc2ccccc2c1)OCc1nnc(-c2ccccc2)o1 | x | -2 | 3 | -2 | -20[20 µM] | 0 | 0.8 | 12 | -0.21
COc1ccc(-c2cnnc(N/N=C/c3ccc(-c4ccc([N+](=O)[O-])cc4)o3)n2)cc1 | -13 | x | 5 | 3 | 1 | -12 | -0.1 | 10 | -0.58
COCCNC(=S)NC(=O)CC12CC3CC(CC(C3)C1)C2 | x | 0 | 1 | -6 | -31 | 14 | -0.2 | 7 | 1.3
O=C(COc1ncnc2cc([N+](=O)[O-])ccc12)N(CCc1ccccc1)Cc1ccccc1 | -5 | -6 | -3 | -21 | -14 | -9 | -0.5 | 4 | 0.0016
Cn1c(=O)c(C(=O)CN2CCOCC2)c(N)n(Cc2ccccc2)c1=O | 4 | 3 | 6 | 4 | -11 | -3 | 0.1 | 18 | x
CC(=O)c1ccc(N2CCN(C(=O)Nc3ccc(C)cc3)CC2)cc1 | 7 | -1 | -7 | -23 | -23 | -124 | 0.1 | -2 | 0.91
Cc1ccc(CNC(=O)c2ccccc2N(C)S(C)(=O)=O)cc1 | -3 | -4 | -3 | -1 | -26 | 4 | -0.3 | 9 | 1.1
N#C/C(=C\c1ccc(C(=O)O)cc1)c1nc2sc3c(c2c(=O)[nH]1)CCCC3 | -84 | 0 | 4 | -6 | -4 | 11 | 1.2 | 11 | -0.39
N#Cc1cnn(-c2ccc(F)cc2)c1N | -70 | -6 | -2 | -8 | -11 | 2 | 0.2 | -2 | -0.28
CCC1(CC)Cc2ccccc2-c2nc(NCCO)[nH]c(=O)c21 | -11 | -5 | -2 | -19 | -99[20 µM] | i | 0.2 | -6 | -2.4
O=C(c1cccc(S(=O)(=O)NCc2ccccc2)c1)N1CCCC1 | 1 | -2 | -3 | 0 | -5 | -15 | -0.1 | 11 | 0.37
Cc1cc(Nc2ccc(Cl)cc2)nc(N2CCOCC2)n1 | x | -10 | 0 | -1 | -12 | -18 | -0.1 | 5 | -1.1
CN1[C@@H](CC(=O)c2ccccc2)CCC[C@H]1C[C@H](O)c1ccccc1 | 6 | x | 10 | 2 | -24 | 13&2 | -1.0&0.3 | 17 | 0.49&0.1
Cc1cc(-c2csc(NC(=O)c3cccc(S(=O)(=O)N(C)C)c3)n2)c(C)n1-c1ccccc1 | -3 | -5 | -4 | -12 | -14 | -40 | 0.3 | -1 | -0.02

Some of these compounds in order of formula weight, low to high.
SMILES | Rad51 HR inh | thrombin 1536 | FXIa inh | KLK5 inh | Furin inh | Calpain2 inh | PERK inh | FXIIa inh 1536 | Cl transport mod
N#Cc1cnn(-c2ccc(F)cc2)c1N | -70 | -6 | -2 | -8 | -11 | 2 | 0.2 | -2 | -0.28
Cc1cc(Nc2ccc(Cl)cc2)nc(N2CCOCC2)n1 | x | -10 | 0 | -1 | -12 | -18 | -0.1 | 5 | -1.1
COCCNC(=S)NC(=O)CC12CC3CC(CC(C3)C1)C2 | x | 0 | 1 | -6 | -31 | 14 | -0.2 | 7 | 1.3
CCC1(CC)Cc2ccccc2-c2nc(NCCO)[nH]c(=O)c21 | -11 | -5 | -2 | -19 | -99[20 µM] | i | 0.2 | -6 | -2.4
Cc1ccc(CNC(=O)c2ccccc2N(C)S(C)(=O)=O)cc1 | -3 | -4 | -3 | -1 | -26 | 4 | -0.3 | 9 | 1.1
CN1[C@@H](CC(=O)c2ccccc2)CCC[C@H]1C[C@H](O)c1ccccc1 | 6 | x | 10 | 2 | -24 | 13&2 | -1.0&0.3 | 17 | 0.49&0.1
O=C(c1cccc(S(=O)(=O)NCc2ccccc2)c1)N1CCCC1 | 1 | -2 | -3 | 0 | -5 | -15 | -0.1 | 11 | 0.37
N#C/C(=C\c1ccc(C(=O)O)cc1)c1nc2sc3c(c2c(=O)[nH]1)CCCC3 | -84 | 0 | 4 | -6 | -4 | 11 | 1.2 | 11 | -0.39
COc1ccc(-c2cnnc(N/N=C/c3ccc(-c4ccc([N+](=O)[O-])cc4)o3)n2)cc1 | -13 | x | 5 | 3 | 1 | -12 | -0.1 | 10 | -0.58
O=C(CNS(=O)(=O)c1ccc2ccccc2c1)OCc1nnc(-c2ccccc2)o1 | x | -2 | 3 | -2 | -20[20 µM] | 0 | 0.8 | 12 | -0.21
Cc1cc(-c2csc(NC(=O)c3cccc(S(=O)(=O)N(C)C)c3)n2)c(C)n1-c1ccccc1 | -3 | -5 | -4 | -12 | -14 | -40 | 0.3 | -1 | -0.02

Some of the compounds tested (hit frequency here may not be typical).
